mHTT CaM bind – mHTT-calmodulin interaction abrogation | P42858 | AlphaScreen His-mHTT/GST-CaM binding, luminescence | inhibition, % at 15 µM | 190,000 compounds, 3.6% hits | AID 1671202;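 also: 0% = both proteins with DMSO and 100% = one protein alone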
Pf apPOL inh – Pf-apPOL DNA polymerase inhibition. Recombinant Pf-apPOL, molecular beacon fluorescence, 1.5 h. inhibition, % at 10 µM. 210,000 compounds, 0.25% hits. AID 1794808
An asterisk follows results filed as active; . = not tested or not shown; & = joins results of further samples. Rule as the data show it: active = inhibition above about 50%; inactive = the rest.

Values run as follows: mHTT CaM bind	Pf apPOL inh
- CCN1c2cc(F)ccc2C(=O)NC12CCN(C(=O)c1cc(OC)cc(OC)c1)CC2
    0	3
- COc1ccc(-c2noc(C3CCCN3C(=O)Nc3ccc4c(c3)OCCO4)n2)cc1 (stereo not drawn)
    12	-3
- CSCC[n+]1c(N)sc2cc3c(cc21)OCO3
    4	0
- O=C1OC(c2ccco2)=N/C1=C/c1ccc(Cl)cc1
    16	-2
- CC(=O)N1N=C(c2cccc(I)c2)OC12CCCC2
    -20	-1
- O=C(Nc1c2c(nc3ccccc13)CCCC2)c1ccccc1Cl
    9	3
- Cc1ccc(-c2nc(-c3cccnc3)no2)cc1[N+](=O)[O-]
    -2	-1
- Cn1cc(Br)c(-c2cccc(NC(=O)c3ccccc3Cl)c2)n1
    .	-8
- COc1ccc(-c2noc(-c3ccc(C)c([N+](=O)[O-])c3)n2)cc1OC
    5	-4
- Clc1ccc2nc(CSc3nc4ccccn4n3)cn2c1
    5	3
- COc1cc(NC(=O)CSCc2ccccc2)c(C(=O)O)cc1OC
    -4	-9
- O=S(=O)(Nc1nccs1)c1ccc(N=Cc2ccccc2O)cc1
    10	6&-2
- O=C(CSc1nnc(-c2ccccc2)n1Cc1ccccc1)Nc1ccc(F)cc1
    2	-13
- Cc1nc2sccn2c(=O)c1NC(=O)c1ccccc1
    -8	2
- Cc1cc(C)cc(NC(=O)C2CCCN(c3nc4nc[nH]c(=O)c4s3)C2)c1 (stereo not drawn)
    -4	-4
- O=C1OC(c2ccccc2[N+](=O)[O-])=N/C1=C/c1ccccc1Cl
    6	0
- Cc1c(C)c(C)c(CSC(=S)N(C)C)c(C)c1C
    .	-5
- CCn1cc(CN2CCC(C(C)O)CC2)cn1 (stereo not drawn)
    -4	-6
- COc1ccc(C(=O)NCCSc2c[nH]c3ccccc23)c(OC)c1
    22	-11
- Cc1cccc(N2CCN(C(=O)C3CCN(Cc4ccc5c(c4)OCO5)CC3)CC2)c1C
    9	2
- CN(C(=O)Cn1cnc2c(-c3ccccc3)csc2c1=O)c1ccccc1
    -16	-1
- Oc1c(C=Nc2ccccc2F)[nH]c2ccc(Br)c(Cl)c12
    5	-6
- C#CCN(Cc1ccc(OCCC)cc1)S(=O)(=O)c1ccc(Br)cc1F
    -9	-1
- CCOc1cccc2cc(-c3csc(NC(=O)c4ccc([N+](=O)[O-])o4)n3)oc12
    -6	-4
- Cc1ccc2c(c1)NC1(CCN(C(=O)c3ccc(F)cc3)CC1)c1cccn1-2
    87*	-5
- CCN(CC)c1ccc(NC(=O)c2cc(Br)ccc2OC)cc1
    8	-1
- COc1cc(CNc2cccc(Cl)c2C)cc(OC)c1OC
    10	1
- CCOc1ccccc1NC(=O)c1cc(S(=O)(=O)N2CCCCC2)ccc1F
    0	-3
- O=[N+]([O-])c1ccccc1S(=O)(=O)n1cnc2ccccc21
    0&4	1&-31
- COc1ccc(NC(=O)N2CCC3(C2)C(=O)Nc2ccccc23)cc1 (stereo not drawn)
    1	1
- CCC(=O)NCc1nc2c(n1C)CN(S(=O)(=O)c1ccc(F)cc1F)CC2
    4	-4
- COc1cc(-c2nc3ccccc3[nH]2)c([N+](=O)[O-])cc1OC
    -1	-10
- COc1ccc(NC(=O)C2CC(=O)NC(=N)S2)cc1OC (stereo not drawn)
    -4&-4	-2&-4
- CC(C)(C)C1CCC2(CC1)NC(=O)N(CC(=O)NC1CCCCC1)C2=O (stereo not drawn)
    2	-5
- Oc1ccc(-c2[nH]ncc2Oc2ccc(-c3ccccc3)cc2)c(O)c1
    51*	0
- CCCc1noc(-c2cccnc2N2CCCN(Cc3ccccc3)CC2)n1
    -26	4
- Cc1ccccc1C(=O)N1CCC(CCOc2ccccc2)CC1
    24	-5
- O=C(Nc1ccccc1-c1nc2ccccc2[nH]1)c1ccc(S(=O)(=O)N2CCCC2)cc1
    9	-19
- CCOCc1cnc(C)nc1N
    -4	.
- O=C(NC1CCCC1)C1CCN(c2ncnc3c2nc2n3CCCCC2)CC1
    3	-1

Of the compounds above, these have a Cl atom.
Values run as follows: mHTT CaM bind	Pf apPOL inh
- O=C1OC(c2ccco2)=N/C1=C/c1ccc(Cl)cc1
    16	-2
- O=C(Nc1c2c(nc3ccccc13)CCCC2)c1ccccc1Cl
    9	3
- Cn1cc(Br)c(-c2cccc(NC(=O)c3ccccc3Cl)c2)n1
    .	-8
- Clc1ccc2nc(CSc3nc4ccccn4n3)cn2c1
    5	3
- O=C1OC(c2ccccc2[N+](=O)[O-])=N/C1=C/c1ccccc1Cl
    6	0
- Oc1c(C=Nc2ccccc2F)[nH]c2ccc(Br)c(Cl)c12
    5	-6
- COc1cc(CNc2cccc(Cl)c2C)cc(OC)c1OC
    10	1

(continued)
Values run as follows: mHTT CaM bind	Pf apPOL inh
- COc1ccc(NC(=O)CN2CC3CCC(C)(C2)C3(C)C)cc1 (stereo not drawn)
    -9	-8
- Cc1c([N+](=O)[O-])c([N+](=O)[O-])nn1CC(=O)Nc1ccccc1C(F)(F)F
    3	0
- COc1cc(NC(=O)c2ccc(OC)c([N+](=O)[O-])c2)cc(OC)c1
    0	-1
- O=C(/C=C/c1cccc(NC(=O)c2cccs2)c1)c1ccccc1
    12	-12
- Cc1nc(-n2cccc2)sc1C(=O)N1CCN(c2ccc(-c3cccs3)nn2)CC1
    20	8
- O=c1oc2ccccc2c(NCc2ccccc2F)c1[N+](=O)[O-]
    -5	-1
- COc1ccccc1OCCn1cc(C=O)c2ccccc21
    -8	0
- CC(=O)Nc1cccc(NC(=O)c2cccc(C)c2)c1
    -5	-8
- CN1CCN(CCCOc2ccccc2-c2ccccc2)CC1
    2	-9
- CC(C)c1ccc(C2CC(c3ccc(F)cc3)Nc3ncnn32)cc1 (stereo not drawn)
    17	10
- Cc1nc(C)c(Cc2ccccc2F)c(N2CCN(C(=O)C3CCCC3)CC2)n1
    8	0
- CCOc1cccc2cc(C(N)=O)c(=Nc3ccc(OC)cc3)oc12
    6	3
- O=c1c2cnn(CCO)c2ncn1Cc1ccc(Cl)cc1Cl
    -8	-22
- Cc1ccc(NC(=O)c2n[nH]c3ccccc23)cc1F
    -16	-3
- C=CCn1cnc2c(-c3cccc(F)c3)csc2c1=O
    -27	-2
- CC(C)C(CO)NC(=O)CC(=O)NC(CO)C(C)C (stereo not drawn)
    -6&0	-7
- O=C(Nc1ccccc1)c1nc(-c2ccccc2)n(-c2ccccc2)n1
    .	-6
- COc1ccc(-c2ccc(CO)o2)cc1
    9	0
- O=C(CC1COc2ccccc2NC1=O)Nc1cccc2c1CCCC2 (stereo not drawn)
    -4	1
- CCN1C(=O)Cc2ccccc2C1C(=O)N1CCN(c2ccccc2)CC1 (stereo not drawn)
    14	-5

Random excerpt: 2 records from the list.
Values run as follows: mHTT CaM bind	Pf apPOL inh
- CC(C)c1ccc(C2CC(c3ccc(F)cc3)Nc3ncnn32)cc1 (stereo not drawn)
    17	10
- O=C(CC1COc2ccccc2NC1=O)Nc1cccc2c1CCCC2 (stereo not drawn)
    -4	1

Next part.
Values run as follows: mHTT CaM bind	Pf apPOL inh
- O=S1(=O)CCOCCCN1Cc1cccc(F)c1
    -3	0
- O=C(NCc1ccc2c(c1)OCO2)c1ccccc1Br
    -3	-6
- COc1cccc2cc(-c3cc(=O)oc4cc5c(cc34)OCO5)oc12
    0	-3
- CCOc1ccc(C(=O)Nc2nc(C)c(C(=O)N(C)C)s2)cc1
    0	3
- O=C(CCCc1ccccc1)NCc1ccncc1
    0	0
- Oc1ccccc1/C=C/c1ccc2ccccc2n1
    -14	1
- O=C(c1ccc(C(=O)N2CCC(c3ccccc3)CC2)s1)N1CCC(c2ccccc2)CC1
    -2	-2
- CCC(C)NC(=O)N1CCN(Cc2nc3cccnc3n2-c2ccccc2)CC1 (stereo not drawn)
    4	-3
- Cc1[nH]c(=O)[nH]c(=O)c1S(=O)(=O)Nc1ccccn1
    -4	-2
- O=C1CC(c2ccccc2)Cc2nc(NCc3ccccc3)ncc21 (stereo not drawn)
    0	-9
- CCOC(=O)c1ccc(Cl)c(N=Cc2cc(Cl)cc(Cl)c2O)c1
    .	6
- c1ccc(-c2noc(-c3ccncc3)n2)cc1
    -2	-12
- O=C1CC(c2noc(-c3ccccc3Cl)n2)CN1c1ccccc1 (stereo not drawn)
    -19	-6
- CC(C)c1nc(-c2ccc(OCc3ccc(F)cc3)cc2)no1
    -45	-3
- CNCCC=C1c2ccccc2CCc2ccccc21
    .	-3
- CC(C)(C)C1OC(C(O)(c2ccccc2)c2ccccc2)C(C(O)(c2ccccc2)c2ccccc2)O1 (stereo not drawn)
    .	-7&0
- CCn1cnc2ccc(-c3noc(-c4ccc(F)cc4)n3)cc21
    2	-5
- COc1ccc(C(OC(=O)c2ccc(OC)c(OC)c2)c2nccc3ccccc23)cc1 (stereo not drawn)
    38	-6
- Nc1nonc1-c1nc2ccccc2n1CC(=O)Nc1ccccc1I
    2	1
- CC1=CC(C)(C)N(C(=O)CN2C(=O)CCC2=O)c2ccccc21
    1	-2
- Cc1cc(Br)ccc1NS(=O)(=O)c1ccc([N+](=O)[O-])cc1
    8	5
- O=C(C1CC1)N1CCc2sc(S(=O)(=O)N3CCN(c4ccccc4)CC3)cc2C1
    11	-3
- COc1ccc(Cc2nc3c4c5c(sc4ncn3n2)CCCC5)cc1OC
    4&2	-6&-20
- O=C(NC1CC1)c1ccc(OCC2CCN(C(=O)c3ccccc3F)CC2)cc1
    9	-2
- COc1cc(/C=C2\C(=O)Nc3ccc(Br)cc32)ccc1O
    100*	-9
- O=C(NCCN1CCNC1=O)c1ccc2nccnc2c1
    .	-1
- O=C(N1CCN(S(=O)(=O)c2ccccc2)CC1)N(c1ccccc1)c1ccccc1
    1	-2
- CCc1ccc(/C=C2\C(=O)Nc3ccc(F)cc32)cc1
    66*	-7
- Cc1cccc(CNC(=O)CCc2nc3c(C)cccc3c(=O)n2C)c1
    5	-1
- COc1ccc(CC(N)C(=O)O)cc1[N+](=O)[O-] (stereo not drawn)
    4	2
- COC(=O)c1ccccc1NC(=O)CSc1cc(C)nc(-c2cccnc2)n1
    -4	-2
- CC(C)(C)C(=O)Nc1c(-c2ccc(Cl)cc2)nc2ccccn12
    17	-11
- COc1ccc(NC(=O)C2CCc3nc(N4CCN(C(C)=O)CC4)sc3C2)cc1OC (stereo not drawn)
    13	-3
- CN1CCN(C2CCN(C(=O)c3ccc(F)cc3)CC2)C1=O
    1	-3
- N#CC1=C(N)SC(N)=C(C#N)C1c1cccc(F)c1
    27	-50
- CCCCSc1ncc(C(=O)OCC)c(N)n1
    -20	-2
- Cc1ccc(Cc2c(C)nc3c(C(=O)NCCN4C(C)CCCC4C)c[nH]n3c2=O)cc1 (stereo not drawn)
    33	-13
- c1ccc2c(c1)NC(c1ccc3ccccc3n1)n1cccc1-2 (stereo not drawn)
    .	-5
- CC(C)n1c(CC2CCN(C(=O)CCc3ccccc3)C2)nc2cccnc21 (stereo not drawn)
    5	-9
- CC(=O)c1cccc(NC(=O)C2CC(=O)N(c3cccc(C)c3C)C2)c1 (stereo not drawn)
    -2&3	-2&4
- Cc1ccc(Nc2nc(C)nc3sc(C)cc23)c(Br)c1
    4	-4
- CS(=O)(=O)c1ccc2nc(NC(=O)c3cc(Cl)sc3Cl)sc2c1
    0	-3
- CCOc1ccccc1-c1nc(SCC(=O)O)n[nH]1
    1	2
- COc1c2c(cc3c1C(NC(N)=O)[N+](C)(C)CC3)OCO2 (stereo not drawn)
    .	-11
- COc1ccc(C(=O)NCc2cccnc2)cc1[N+](=O)[O-]
    -3	1
- CC(C)CNC(=O)C1CC(c2ccccc2F)=NO1 (stereo not drawn)
    -10	-1
- COCC(=O)N1CCN(c2ccccc2F)CC1
    -5	-7
- CCOc1ccc(C(C)NC=O)cc1 (stereo not drawn)
    -8	1
- Cn1c(CC2CCN(C(=O)NCc3ccco3)C2)nc2cccnc21 (stereo not drawn)
    -1	-6
- O=C(NCc1ccco1)/C(=C\c1cccnc1)NC(=O)c1ccco1
    2	-4
- CN1C(=O)CCC2(CNC(=O)Cc3ccsc3)CCCC12 (stereo not drawn)
    -1	0
- O=C(NCCS(=O)(=O)N1CCN(c2ncccn2)CC1)Nc1ccccc1
    -11	-2
- COc1cc(OC)c(CNc2ccc3c(c2)CCC3)cc1Br
    85*	1
- COc1ccccc1-c1cc(C(F)(F)F)nc(S(C)(=O)=O)n1
    -7	-6
- c1ccc(CN=C2Nc3ccccc3NC23CCCNC3)cc1 (stereo not drawn)
    26	-8
- CC1(C)CCCC2=C1CC(C(=O)O)C(C(=O)N1CCCCC1)C2 (stereo not drawn)
    7	-6
- CCCNC(=O)N1CCCn2nc(-c3cccc(OC)c3)cc2C1
    6	1
- O=[N+]([O-])c1cc(Br)cnc1Sc1n[nH]c(-c2cccs2)n1
    .	-9
- Cc1cccc2nnc(N3CCN(C(=O)c4ccc(C(F)(F)F)s4)CC3)n12
    2	-2
- COc1ccc(C2=N/C(=C\c3ccco3)C(=O)O2)cc1Br
    -1	-4

Further results:
Values run as follows: mHTT CaM bind	Pf apPOL inh
- C[C@H]1[C@@H](c2ccccc2)Oc2c(Cl)cccc2S(=O)(=O)N1C
    -17	-8
- COc1ccc(-n2ncc(NC(=O)N3CCN(c4ccc(C(F)(F)F)cn4)CC3)c2C)cc1
    .	-10
- CCOc1ccc(C2C(=O)N(C3CCCCC3)CC(=O)N2Cc2ccccc2Cl)cc1OC (stereo not drawn)
    58*	-7
- CCOc1cc(C=O)cc(Cl)c1OC(C)C
    -5	-8
- COc1cc(NC(=O)C(C)Oc2ccccc2)c(OC)cc1NC(=O)C(C)Oc1ccccc1 (stereo not drawn)
    -1	-2
- N#CSc1cnc(NC2CCCCC2)s1
    21	0
- CC(CCc1ccccc1)NCC#N (stereo not drawn)
    -2	-8
- Cc1ncnc2c1c(C)nn2C
    0	.
- COc1cccc(OCCCCOc2cccc(OC)c2)c1
    -16	-10

Compounds as they come; any-hit rate near 3.7%.
